# PP5 inh: blocks human protein phosphatase 5 activity. P53041. purified PP5c, OMFP substrate fluorescence. inhibition, % at 6.7 µM. actives 0.18% (n = 320,000). AID 1987;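 active = inhibition above the campaign's mean inhibition across all tested compounds plus 3 SD, cut at about 9.5% in these data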;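 note: 0% = DMSO only and 100% = 100 µM cantharidin control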
# Target sequence (P53041 whole entry, looked up): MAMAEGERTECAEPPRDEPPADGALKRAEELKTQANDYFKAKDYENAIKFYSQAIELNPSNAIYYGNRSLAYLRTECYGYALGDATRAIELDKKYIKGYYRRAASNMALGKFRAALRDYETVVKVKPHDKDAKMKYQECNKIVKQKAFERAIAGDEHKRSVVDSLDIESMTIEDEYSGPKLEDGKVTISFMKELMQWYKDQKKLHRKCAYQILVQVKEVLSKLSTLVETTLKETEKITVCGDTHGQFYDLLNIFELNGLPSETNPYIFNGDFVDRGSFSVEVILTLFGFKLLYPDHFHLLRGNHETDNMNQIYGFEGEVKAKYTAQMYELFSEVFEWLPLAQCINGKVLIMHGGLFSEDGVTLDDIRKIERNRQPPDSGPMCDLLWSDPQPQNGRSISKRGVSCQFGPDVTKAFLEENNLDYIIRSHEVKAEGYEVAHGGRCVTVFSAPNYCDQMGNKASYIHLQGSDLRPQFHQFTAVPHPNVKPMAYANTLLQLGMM
# JMJD2C inh: inhibitors of human GASC-1 (JMJD2C) demethylase | GST-JMJD2C(1-420) H3K9me3 demethylation, DELFIA europium | inhibition, % at 2.35 µM | AID 2099 | actives 0.069% (n = 330,000) | Q9H3R0;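 active = more than half of a compound's replicate wells show inhibition beyond 50%, single wells judged on their own value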;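 note: signal counts dimethyl H3K9 product captured on neutravidin plate; 0% = median of DMSO wells and 100% = 0.3 times that DMSO median; strong numbers were not always called active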
# core dimer inh: HCV core protein dimerization inhibition; TR-FRET GST/Flag-core106 dimerization, 1536-well; inhibition, % at 5 µM; AID 1899; actives 0.33% (n = 300,000);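 active = inhibition above the mean of all tested compounds plus 3 SD, set per screening campaign, cut at about 45% in these data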
#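 Material: Tagged HCV core106 pair (GST and Flag) | Amount: GST-core106 13.5 nM, Flag-core106 17 nM | Medium: KF-containing HEPES buffer, pH 7.45, DTT, CHAPS, BSA | Reagent: Eu donor and XL665 acceptor anti-tag antibodies | Schedule: 4 h at 22.5 °C | Technique: Time-resolved FRET, ex 340 nm, em 617 and 671 nm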
# procasp7 counter: counter-screen: procaspase-7 (human) activation. P55210. recombinant procaspase-7, Ac-DEVD-pNA absorbance 405 nm; D23A/D198A/D206A triple mutant, cannot self-cleave; scale: DMSO 0, 5 µM enzyme 100. activation, % at 8.5 µM. actives 0.093% (n = 330,000). AID 463210;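 active = percent activation above the screen-wide mean plus 3 SD, cut at about 25% in these data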
#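 Assay system: Uncleavable procaspase-7 mutant enzyme / Input: 2 µM procaspase-7 mutant as dispensed / Dosing: single nominal 8.5 µM compound dose, 0.8% DMSO final / Timing: 1 h enzyme–compound preincubation and 2 h substrate reaction, both 25 °C / Detection: p-Nitroaniline absorbance at 405 nm, read at 0 and 120 min / Replication: singlicate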
# GRK2 inh: inhibitors of human GRK2 displacing RNA aptamer; bead flow cytometry, FAM-aptamer displacement from GRK2; inhibition of aptamer binding, % at 10 µM; actives 0.59% (n = 330,000); AID 488847;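 active = inhibition of aptamer binding above 40%, roughly 3 SD of noise, on plates passing a quality check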;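 note: median bead fluorescence of bound FAM aptamer so fluorescent compounds give negative values; no value below 0 was filed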
# procasp3 activ: activates human procaspase-3 | AID 463141 | activation, % at 8.5 µM | P42574 | actives 0.11% (n = 330,000) | recombinant procaspase-3 D3A, Ac-DEVD-pNA absorbance 405 nm;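 active = activation above the mean of all tested compounds plus 3 SD, cut at about 21% in these data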;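 note: 0% = DMSO alone and 100% = DMSO wells spiked with extra 5 µM PC-3 D3A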
#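 Assay system – Procaspase-3 D3A mutant, all three cleavage aspartates alanine · Controls – DMSO-only low control, 5 µM PC-3 D3A high control · Schedule – 1 h compound preincubation, 2 h substrate hydrolysis at 25 °C · Signal – 405 nm absorbance of p-nitroaniline, reads at 0 and 120 min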
# CTSL1 counter: counter-screen for PFM18AAP inhibitors: inhibitors of F. hepatica cathepsin L1; recombinant F. hepatica cathepsin L1, Z-Leu-Arg-MCA fluorescence; inhibition, % at 5.96 µM; actives 0.49% (n = 300,000); AID 1906;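 active = inhibition above the mean of all tested compounds plus 3 SD, set per screening campaign, cut at about 17% in these data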;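 note: 0% = plate median of test compound wells and 100% = 1 µM Z-Phe-Ala-diazomethylketone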
# PP1 counter: counter-screen for PP5 inhibitors: inhibitors of human PP1-alpha | purified PP1alpha, OMFP fluorescence | actives 0.9% (n = 320,000) | inhibition, % at 6.7 µM | P62136 | AID 2235;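 active = inhibition above the mean inhibition of all tested compounds plus 3 SD, computed separately for each screening campaign, cut at about 15% in these data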
# Target sequence (P62136 whole entry, looked up): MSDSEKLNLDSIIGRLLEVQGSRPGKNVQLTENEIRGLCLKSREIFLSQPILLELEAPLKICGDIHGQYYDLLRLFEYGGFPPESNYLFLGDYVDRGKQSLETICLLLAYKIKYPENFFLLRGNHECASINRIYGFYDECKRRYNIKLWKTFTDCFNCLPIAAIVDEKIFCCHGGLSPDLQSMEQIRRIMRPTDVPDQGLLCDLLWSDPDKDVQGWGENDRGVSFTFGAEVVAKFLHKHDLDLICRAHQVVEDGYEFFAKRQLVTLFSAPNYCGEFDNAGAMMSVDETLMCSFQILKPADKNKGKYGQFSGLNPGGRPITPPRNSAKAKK
# VLA-4 inh: inhibition in a human VLA-4 binding assay. P13612. VLA-4 expressing cells, ligand binding flow cytometry. inhibition, % (about 7 µM as worked out from the volumes in the protocol). actives 0.2% (n = 330,000); in the data active = inhibition above about 50%
# Active calls of the source: *; i = inactive; · = no result given.
Compound	PP5 inh	JMJD2C inh	core dimer inh	procasp7 counter	GRK2 inh	procasp3 activ	CTSL1 counter	PP1 counter	VLA-4 inh
O=c1cc(Cl)c2ccccc2n1-c1ccccc1	0.9	-2	-5	3	3	-1	2	1	0
CCCn1c2ccc(C)cc2c2n[nH]c(=S)nc21	0.2	-2	0	-6	2	-9	2	-2	4
COc1cc(-c2cccs2)cc(=O)c2c(C)oc(C)c12	0.5	0	15	-3	0	-9	-3	3	-97
Fc1ccccc1NC(=S)N1CCN(C/C=C/c2ccccc2)CC1	0.5	2	1	0	0	5	-2	-5	15
O=C(Nc1ccc(Cl)cc1)c1cccs1	1.9	-1	5	-1	1	7	0	2	i
O=S(=O)(NCc1ccc(F)cc1)c1cc(Br)ccc1Br	2.7	4	·	0	6	1	·	4	3
C[C@H](C(=O)CC(=O)OC(C)(C)C)[C@H](O)c1ccccc1	-0.8	-87	-8	-4	1	-5	-1	3	-7
O=C(NCC1CCCO1)c1cc(-c2ccccc2)nc2ccc(Br)cc12 (stereo not given)	0.4	1	15	0	6	7	3	2	-1
Cc1ccc(O)c(/C=N/NC(=O)Cc2ccc(Cl)cc2)c1	0.6	6	16	-30	3	-8	-2	-1	16
Cc1cccc(C2c3[nH]c4ccccc4c3CCN2C(=O)c2ccc(=O)[nH]c2)n1 (stereo not given)	0.8	5	-5	10	0	3	-3	1	-10
CCOc1ccc(NC(=O)CN(C)C(=O)CCN2C(=O)C3CC=CCC3C2=O)cc1OCC (stereo not given)	-1.2	-3	·	9	0	2	·	-6	15
CC(=O)c1ccc(OC(=O)C(CCS(C)(=O)=O)N2C(=O)c3ccccc3C2=O)cc1 (stereo not given)	2.1	-3	-3	1	1	6	1	-1	-4

# Exported with values under each structure: entries from further up.
# Under each structure – PP5 inh, JMJD2C inh, core dimer inh, procasp7 counter, GRK2 inh, procasp3 activ, CTSL1 counter, PP1 counter, VLA-4 inh
Fc1ccccc1NC(=S)N1CCN(C/C=C/c2ccccc2)CC1
    0.5, 2, 1, 0, 0, 5, -2, -5, 15
O=C(Nc1ccc(Cl)cc1)c1cccs1
    1.9, -1, 5, -1, 1, 7, 0, 2, i

# The list goes on.
Compound	PP5 inh	JMJD2C inh	core dimer inh	procasp7 counter	GRK2 inh	procasp3 activ	CTSL1 counter	PP1 counter	VLA-4 inh
COCc1cc(C)nc(SCC(=O)Nc2cccc(C)c2)c1C#N	-0.3	-2	-2	-12	1	9	-1	0	0
CCOc1ccc(CNC(=O)c2ccc(NC(=O)C3=CSCCO3)cc2)cc1	-0.3	-3	-4	2	2	-1	0	-2	9
Cc1cc2cc(C)c(SCC(=O)NCc3ccco3)nc2cc1C	1.8	10	16	9	0	6	-4	-1	0
CC1(C)C2CCC1(C)C1(C2)NC(=O)c2ccccc2O1 (stereo not given)	2.4	3	-5	4	2	2	-3	2	9
O=C(CN1CCC(C(O)(c2ccccc2)c2ccccc2)CC1)Nc1cc(Cl)ccc1Cl	1.8	-1	15	3	2	-1	-1	-3	6
CC1CCCC(C(=O)O)N1C(=O)CCSC(=O)c1ccccc1 (stereo not given)	-2.0	-2	2	3	1	9	-2	-8	10
COC(=O)NNC(=O)COc1ccccc1C	-0.8	-1	2	2	5	-1	-14	-4	7
Cc1ccc2cc(CN(CC3CCCO3)S(=O)(=O)c3ccccc3)c3nnnn3c2c1 (stereo not given)	4.2	-5	3	-7	0	1	0	0	3
CN1CCN(NC(=O)c2cc(-c3cccc(Cl)c3)nc3ccccc23)CC1	0.3	26	0	14	1	1	-2	-2	16
CCN(CC)c1ccc(N2C(=NC(=O)C3CC3)SC3CS(=O)(=O)CC32)cc1 (stereo not given)	0.4	1	-1	-4	1	-1	-11	-1	8
O=C(O)COc1ccccc1/C=N/Nc1ccc(S(=O)(=O)N2CCOCC2)cc1[N+](=O)[O-]	-0.8	5	2	-3	1	-10	-1	0	10
O=C(O)CCC(NC(=O)OCc1ccccc1)C(=O)O (stereo not given)	-1.1	-6	-2	11	1	-10	-3	-4	26
Cn1cc(CNCCN2CCCCC2=O)c(-c2cccc(Cl)c2)n1	0.3	15	-2	12	0	1	-1	-8	-2
Cc1cc(OC(=O)c2ccc(Cl)cc2)cc(=O)n1C	3.6	1	-2	6	0	3	-3	3	-13
CS/C(=C/[N+](=O)[O-])Nc1cccc2c1C(C)CC2(C)C (stereo not given)	0.3	6	-1	-7	0	4	0	-2	-2
CCCCC(=O)Nc1ccc2c(c1)C(=O)NC2=O	-0.1	-1	1	-3	3	3	-3	-4	3
CCS(=O)(=O)Nc1ccc2[nH]c(=O)[nH]c2c1	1.0	8	-7	-5	13	-5	-3	-1	2
O=c1c(Cc2c(F)cccc2Cl)c(O)ccn1Cc1ccc(F)cc1	-1.2	16	4	-3	1	-2	0	-4	11
O=S(=O)(Nc1ccc(-c2csc(-c3ccccc3)n2)cc1)c1ccc(F)cc1	6.0	6	2	11	4	4	2	3	2
COc1cc2c(cc1OC)C(c1ccc3c(c1)OCO3)C1=C(CC(C)(C)CC1=O)N2 (stereo not given)	2.6	13	-2	3	1	3	3	7	-13
Cn1nc(C(=O)N2CCN(c3ccccn3)CC2)c2ccccc2c1=O	-0.6	-39	-2	1	10	3	1	-4	35
c1ccc(-c2nnc(CSc3nnc(-c4cccs4)o3)o2)cc1	4.8	4	-1	-1	3	5	-6	-2	6
Cc1ccc2nc(COc3ccc(N(C)S(=O)(=O)c4ccccc4)cc3)cc(=O)n2c1	-0.2	5	17	-4	0	9	2	3	-1
COc1ccccc1OCCSc1nc(N)cc(N)n1	1.9	-7	0	1	1	11	1	-1	2
CCOC(=O)C1(CC2CCCCO2)CCN(C(=O)Nc2ccc(SC)cc2)CC1 (stereo not given)	-3.2	10	5	4	0	1	0	-5	12
C=CCn1c(Oc2ccccc2F)nc2c1c(=O)n(C)c(=O)n2C	-0.9	-11	3	8	0	-4	-2	-1	8
CC(C)N(C)Cc1nnnn1CC(=O)NCCc1cccc(C(F)(F)F)c1	-1.2	6	-3	-5	1	-9	-1	4	-2
CN(C)/C=C1/Oc2c(ccc3ccccc23)C1=O	1.4	1	2	0	4	-1	2	-1	3
Cc1ccc(-n2c(C)nnc2SCC(=O)NNC(=O)c2ccco2)cc1	-0.3	-11	-4	0	5	7	0	-5	2
CC1(C)CC(=O)C(N=Nc2cc3c(cc2[N+](=O)[O-])OCCO3)=C(O)C1	1.4	7	-3	-2	1	-2	1	0	-5
COc1ccc(NC(=O)Nc2nnc(-c3ccncc3)s2)cc1	-0.6	-3	-2	5	4	10	-2	2	8
CCn1ncc(/C=N\NC(=O)c2csc3ccccc23)c1C	-0.6	-1	-7	4	0	-2	2	-2	-3
O=C(C1CCCN1S(=O)(=O)c1cccc2nsnc12)N1CCN(c2ccccc2)CC1 (stereo not given)	1.2	9	-4	10	0	5	1	-2	6
CC(=O)NC(c1ccccc1)c1c(O)ccc2ccccc12 (stereo not given)	0.6	0	-2	-1	0	0	-8	-5	5
CCOC(=O)c1c(C)[nH]c(C(=O)N2CCN(c3ccc(OC)cc3)CC2)c1C	1.9	-1	-2	0	2	4	-1	-2	3
O=c1c2c3c(sc2nc(NCCO)n1CCc1ccccc1)CCCCC3	6.6	1	-3	0	90*	-2	-2	3	5
O=C(NCCS(=O)(=O)NCc1ccc2c(c1)OCO2)c1ccccc1	-1.9	-5	0	7	1	2	-2	-4	21
O=c1[nH]nc(C(F)(F)F)c2nnn(Cc3ccccc3Cl)c12	1.3	-5	3	13	0	-2	3	1	-364
CCn1c(O)c(C2=c3ccccc3=NC2=O)c2cc(Br)ccc21	-0.2	7	3	5	3	0	9	-5	6
O=C(c1cccc(-n2cccc2)c1)N1CCN(S(=O)(=O)c2c(F)cccc2F)CC1	0.6	37	41	10	2	-4	-2	-1	-11
O=[N+]([O-])c1cccc(/C=N/n2c(COc3ccccc3)n[nH]c2=S)c1	-3.9	6	5	-12	0	-10	2	0	-5
CC(C)(O)CNC(=O)C(Cc1ccccc1)N1C(=O)c2ccccc2C1=O (stereo not given)	2.0	-3	-11	11	0	1	3	-4	4
Cc1cc(C)n(C(=O)c2ccc([N+](=O)[O-])c(Cl)c2)n1	2.5	-3	-2	-10	0	0	-2	-3	32
O=C1Nc2ccccc2OC1CC(=O)N1CCN(c2cccc(C(F)(F)F)c2)CC1 (stereo not given)	5.5	-4	0	-8	1	-2	-1	-2	-5
O=C(C#Cc1ccccc1)Nc1ccc(F)cc1	3.7	-10	4	3	0	0	2	0	18
N#Cc1c(-c2ccc(Cl)cc2)c(C#N)c(=O)n(N)c1N	2.0	-8	2	-1	0	9	2	3	0
COC(=O)C1=CN(c2cccc(C(F)(F)F)c2)C=C(C(=O)OC)C1c1ccc(O)c(OC)c1	7.2	-38	12	-121	2	-3	6	-2	1
COCCN(C)C(=O)CC1C(=O)NCCN1CC(c1ccccc1)c1ccccc1 (stereo not given)	1.4	-12	4	3	3	6	0	1	7
COc1ccc(-c2cn(-c3cccc(C)c3)c(=O)[nH]2)cc1OC	2.0	5	0	-6	11	-1	2	0	-1
CC(=O)c1cccc(NC(=O)Cn2cc3c(n2)CCCC3)c1	-1.7	-10	3	6	0	1	-2	-2	0
Cc1ccsc1C(=O)N(C)C1CCS(=O)(=O)C1 (stereo not given)	2.7	3	·	-1	0	-1	·	-3	4
CC(=O)c1ccc(Oc2ccc(C(=O)c3ccc(C)c(C)c3)cc2[N+](=O)[O-])cc1	5.1	0	1	4	0	1	-2	-1	2
CCOc1ccc2nc(COC(=O)c3ccncc3)c(C(=O)c3ccccc3)[n+]([O-])c2c1	0.9	-18	2	10	1	1	-4	-5	17
COc1ccc(/C=C2\Sc3ccc(C(=O)N4CCc5ccccc5C4)cc3N(C)C2=O)cc1	2.4	-6	4	7	2	5	0	6	2

# Two entries from above in another layout.
smiles: CC(=O)c1ccc(Oc2ccc(C(=O)c3ccc(C)c(C)c3)cc2[N+](=O)[O-])cc1
  PP5 inh = 5.1; JMJD2C inh = 0; core dimer inh = 1; procasp7 counter = 4; GRK2 inh = 0; procasp3 activ = 1; CTSL1 counter = -2; PP1 counter = -1; VLA-4 inh = 2
smiles: CCOc1ccc2nc(COC(=O)c3ccncc3)c(C(=O)c3ccccc3)[n+]([O-])c2c1
  PP5 inh = 0.9; JMJD2C inh = -18; core dimer inh = 2; procasp7 counter = 10; GRK2 inh = 1; procasp3 activ = 1; CTSL1 counter = -4; PP1 counter = -5; VLA-4 inh = 17

# Assay outcomes (PubChem BioAssay)
